# From PubChem BioAssay
# NFkB SMM: binders of human NF-kappa-B p105. AID 624139. calls only. Small molecule microarray, anti-His fluorescence binding. actives 1.3% (n = 17,000);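 active = spot fluorescence over background significantly raised, with a chance value under 7% in all four replicate spots of the compound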;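 note: probe protein is his-tagged human p50 processed subunit at 1 µg/ml; raw spot fluorescence signals with no normalization applied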
# Target sequence (P19838 1-433 limits assumed): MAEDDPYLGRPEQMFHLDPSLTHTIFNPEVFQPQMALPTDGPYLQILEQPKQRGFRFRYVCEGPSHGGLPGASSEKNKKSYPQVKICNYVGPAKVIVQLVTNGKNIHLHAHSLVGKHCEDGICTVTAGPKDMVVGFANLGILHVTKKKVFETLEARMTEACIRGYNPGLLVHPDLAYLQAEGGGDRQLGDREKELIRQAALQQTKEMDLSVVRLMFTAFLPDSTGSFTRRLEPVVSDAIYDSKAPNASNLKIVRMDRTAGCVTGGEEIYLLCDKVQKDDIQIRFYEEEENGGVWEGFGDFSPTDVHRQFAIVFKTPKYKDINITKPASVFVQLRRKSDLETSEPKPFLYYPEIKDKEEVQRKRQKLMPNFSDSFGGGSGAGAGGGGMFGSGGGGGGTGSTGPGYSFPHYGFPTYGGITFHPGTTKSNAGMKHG
# Calls only; i = inactive; + = active, no number. Only part of the results is shown; rates above refer to the full screens.
# Start of the listing, in advance (seven entries):
smiles	NFkB SMM
C[C@@H]1CCCCO[C@H](CN(C)CC2CC2)[C@@H](C)CN([C@H](C)CO)C(=O)c2cc(NC(=O)Nc3cccc4ccccc34)ccc2O1	i
Cc1noc(C)c1NC(=O)Nc1ccc2c(c1)C(=O)N([C@H](C)CO)C[C@@H](C)[C@@H](CN(C)C(=O)Nc1c(C)noc1C)OCCCC[C@@H](C)O2	i
C[C@H](CO)N1C[C@H](C)[C@@H](CN(C)C(=O)Nc2ccc(C(F)(F)F)cc2)Oc2c(NS(C)(=O)=O)cccc2C1=O	i
Cc1cc(=O)[nH]c(SCC(=O)Nc2ccccc2)n1	i
C[C@H](CO)N1C[C@H](C)[C@H](CN(C)C(=O)NC2CCCCC2)Oc2ccc(NC(=O)c3ccncc3)cc2CC1=O	i
CNC(=O)CN(c1cccc2ccccc12)S(C)(=O)=O	i
C=CCOC(=O)[C@@H]1[C@H]2C(=O)O[C@H](c3ccccc3)[C@H](c3ccccc3)N2[C@H](c2ccc(OCCOC(=O)[C@H]3C[C@H]4C(=O)N5CCC[C@H]5C(=O)N4[C@H]3c3ccc(O)cc3)cc2)[C@@]12C(=O)Nc1ccccc12	i

# The listing, from the first entry:
smiles	NFkB SMM
C[C@@H]1CCCCO[C@H](CN(C)CC2CC2)[C@@H](C)CN([C@H](C)CO)C(=O)c2cc(NC(=O)Nc3cccc4ccccc34)ccc2O1	i
Cc1noc(C)c1NC(=O)Nc1ccc2c(c1)C(=O)N([C@H](C)CO)C[C@@H](C)[C@@H](CN(C)C(=O)Nc1c(C)noc1C)OCCCC[C@@H](C)O2	i
C[C@H](CO)N1C[C@H](C)[C@@H](CN(C)C(=O)Nc2ccc(C(F)(F)F)cc2)Oc2c(NS(C)(=O)=O)cccc2C1=O	i
Cc1cc(=O)[nH]c(SCC(=O)Nc2ccccc2)n1	i
C[C@H](CO)N1C[C@H](C)[C@H](CN(C)C(=O)NC2CCCCC2)Oc2ccc(NC(=O)c3ccncc3)cc2CC1=O	i
CNC(=O)CN(c1cccc2ccccc12)S(C)(=O)=O	i
C=CCOC(=O)[C@@H]1[C@H]2C(=O)O[C@H](c3ccccc3)[C@H](c3ccccc3)N2[C@H](c2ccc(OCCOC(=O)[C@H]3C[C@H]4C(=O)N5CCC[C@H]5C(=O)N4[C@H]3c3ccc(O)cc3)cc2)[C@@]12C(=O)Nc1ccccc12	i
C[C@@H]1CN([C@H](C)CO)C(=O)c2cc(NC(=O)C3CCCCC3)ccc2O[C@@H]1CN(C)Cc1ccc2c(c1)OCO2	i
C[C@H](CO)N1C[C@H](C)[C@H](CN(C)C(=O)Nc2ccccc2)Oc2ccc(NC(=O)CCN3CCOCC3)cc2C1=O	i
C[C@H](CO)N1C[C@H](C)[C@@H](CN(C)S(=O)(=O)c2cn(C)cn2)Oc2ccc(NC(=O)NC3CCCCC3)cc2CC1=O	i
Cc1cccc(-n2c(N)cc(=O)nc2SCC(=O)N2c3ccccc3Sc3ccccc32)c1	i
O=c1cc(-c2ccc(O)cc2)oc2c(C3OC(CO)C(O)C(O)C3O)c(O)c(C3OCC(O)C(O)C3O)c(O)c12 (centres undefined)	i
C[C@@H]1CCCCO[C@H](CN(C)C(=O)Nc2ccc(F)cc2)[C@H](C)CN([C@@H](C)CO)C(=O)c2cc(NS(=O)(=O)c3ccccc3)ccc2O1	i
CC(C)NC(=O)N(C)C[C@@H]1OCCCC[C@@H](C)Oc2ccc(NC(=O)Cc3ccccc3)cc2C(=O)N([C@@H](C)CO)C[C@@H]1C	i
C[C@H]1CN([C@@H](C)CO)C(=O)CCCn2cc(nn2)CO[C@@H]1CN(C)C	i
C[C@@H]1CN([C@H](C)CO)C(=O)Cc2cc(NC(=O)Cc3ccccc3)ccc2O[C@@H]1CN(C)S(=O)(=O)c1cccs1	i
CCC(=O)NC(c1ccccc1OC)c1c(O)ccc2ccccc12 (centres undefined)	i
Cc1ccc(S(=O)(=O)N(Cc2cc3cccc(C)c3[nH]c2=O)c2ccccc2)cc1	i
C[C@@H]1CN([C@@H](C)CO)C(=O)c2cc(NC(=O)Cc3cn(C)c4ccccc34)ccc2O[C@@H]1CN(C)C(=O)NC1CCCCC1	i
COc1ccc(-c2cc(C(F)F)n3ncc(C(=O)Nc4cccc(S(=O)(=O)N5CCOCC5)c4)c3n2)cc1	i
COCCCNC(=O)[C@@]1(C)c2ccccc2C(=O)N(Cc2ccc(OC(F)(F)F)cc2)[C@H]1c1ccc(CO)cc1	i
C[C@H](CO)N1C[C@H](C)[C@@H](CN(C)S(=O)(=O)c2ccccc2)Oc2ccc(NC(=O)c3ccncc3)cc2CC1=O	i
C[C@@H]1CN([C@@H](C)CO)C(=O)c2cccc(NC(=O)C3CCOCC3)c2O[C@@H]1CN(C)C(=O)Nc1ccc(F)cc1	i
C[C@@H]1CN([C@@H](C)CO)C(=O)Cc2cc(NC(=O)Cn3cnnn3)ccc2O[C@@H]1CN(C)S(=O)(=O)c1ccccc1	i
C[C@@H]1CN([C@H](C)CO)C(=O)CCCn2nncc2CO[C@H]1CN(C)Cc1ccc2c(c1)OCCN2C	i
Cc1noc(C)c1S(=O)(=O)N(C)C[C@@H]1OCc2cnnn2CCCC(=O)N([C@H](C)CO)C[C@@H]1C	i
CNC[C@@H]1Oc2ccc(NC(=O)NC(C)C)cc2CC(=O)N([C@@H](C)CO)C[C@@H]1C	i
CC(C)NC(=O)N(C)C[C@H]1Oc2ccc(NS(=O)(=O)c3ccccc3)cc2CC(=O)N([C@@H](C)CO)C[C@H]1C	i
C[C@H](CO)N1C[C@H](C)[C@H](CN(C)C(=O)NC2CCCCC2)Oc2ccc(NC(=O)Cn3cnnn3)cc2C1=O	i
COc1ccc(OCC(=O)Nc2ccccc2-c2nc3ccccc3s2)cc1	i
Cc1noc(C)c1NC(=O)N(C)C[C@@H]1Oc2ccc(NC(=O)Nc3ccc(F)cc3)cc2C(=O)N([C@@H](C)CO)C[C@@H]1C	i
C[C@H](CO)N1C[C@H](C)[C@@H](CN(C)S(=O)(=O)c2cn(C)cn2)Oc2ccc(NC(=O)Nc3ccc4c(c3)OCO4)cc2C1=O	i
Nc1c(O)cccc1C(=O)O	i
COc1ccc(S(=O)(=O)Nc2ccc3c(c2)C(=O)N([C@@H](C)CO)C[C@@H](C)[C@H](CN(C)Cc2ccncc2)O3)cc1	i
COc1ccc(S(=O)(=O)Nc2ccc3c(c2)C(=O)N([C@H](C)CO)C[C@@H](C)[C@H](CN(C)C(=O)CCC(F)(F)F)OCCCC[C@@H](C)O3)cc1	i
C[C@@H]1CN([C@H](C)CO)C(=O)Cc2cc(NC(=O)Nc3ccc(F)cc3)ccc2O[C@H]1CN(C)C(=O)NC1CCCCC1	i
COc1ccc(S(=O)(=O)N(C)C[C@H]2Oc3ccc(NC(=O)CCC(F)(F)F)cc3C(=O)N([C@H](C)CO)C[C@H]2C)cc1	i
C[C@H](CO)N1C[C@H](C)[C@@H](CN(C)S(=O)(=O)c2ccccc2)Oc2ccc(NC(=O)NC3CCCCC3)cc2C1=O	i
C[C@@H]1CN([C@@H](C)CO)C(=O)c2cc(NC(=O)Nc3ccc4c(c3)OCO4)ccc2O[C@H]1CN(C)C	i
COc1ccccc1CN(C)C[C@@H]1OCc2cn(nn2)CCCC(=O)N([C@@H](C)CO)C[C@H]1C	i
O=C(C1=C[C@H](C2CC2)C[C@H](OCc2ccc(CO)cc2)O1)N1CCOCC1	i
C[C@H](CO)N1C[C@H](C)[C@H](CN(C)Cc2ccc(C(=O)O)cc2)Oc2c(NC(=O)Nc3cccc4ccccc34)cccc2C1=O	i
C[C@@H]1CN([C@@H](C)CO)C(=O)CCCn2cc(nn2)CO[C@H]1CN(C)C(=O)Nc1ccc(-c2cccs2)cc1	i
COc1ccc(NC(=O)c2cccc(NC(=O)C3C4CC5OC(=O)C3C5C4)c2)c(OC)c1 (centres undefined)	i
C[C@@H]1CCCCO[C@@H](CN(C)S(=O)(=O)c2cccs2)[C@H](C)CN([C@H](C)CO)C(=O)c2cc(NS(C)(=O)=O)ccc2O1	i
C[C@@H]1CN([C@@H](C)CO)C(=O)Cc2cc(NC(=O)Nc3ccc4c(c3)OCO4)ccc2O[C@H]1CN(C)CC1CC1	i
COc1ccc(S(=O)(=O)Nc2ccc3c(c2)C(=O)N([C@H](C)CO)C[C@H](C)[C@@H](CN(C)CC2CC2)O3)cc1	i
C[C@@H]1CCCCO[C@@H](CN(C)C(=O)Nc2ccccc2)[C@@H](C)CN([C@@H](C)CO)C(=O)c2cc(N(C)C)ccc2O1	i
NC(=O)CSc1nnnn1-c1cccc(O)c1	i
C[C@@H]1CN([C@H](C)CO)C(=O)c2cccc(NS(=O)(=O)c3cn(C)cn3)c2O[C@H]1CN(C)Cc1ccc(Cl)c(Cl)c1	i
C[C@@H]1CN([C@@H](C)CO)C(=O)Cc2cc(NC(=O)CCC(F)(F)F)ccc2O[C@@H]1CN(C)C(=O)Nc1ccccc1	i
C[C@@H]1CCCCO[C@@H](CN(C)Cc2ccc3c(c2)OCO3)[C@H](C)CN([C@H](C)CO)C(=O)c2cc(NS(=O)(=O)c3ccccc3)ccc2O1	i
C[C@H](CO)N1C[C@H](C)[C@H](CN(C)C(=O)Cc2ccccc2)OCCCC[C@H](C)Oc2ccc(N(C)C)cc2C1=O	i
Cc1ccc(OCC(=O)Nc2cc3nn(-c4ccc(C)cc4)nc3cc2C)cc1	i
O=C1O[C@H](c2ccccc2)[C@H](c2ccccc2)N2[C@H]1[C@@H](C(=O)O)[C@]1(C(=O)Nc3ccc(C#CC4=CCCCC4)cc31)[C@H]2c1ccc(O)cc1	i
Cc1noc(C)c1NC(=O)N(C)C[C@H]1Oc2ccc(NC(=O)Nc3cccc4ccccc34)cc2C(=O)N([C@H](C)CO)C[C@@H]1C	i

# Other results follow:
smiles	NFkB SMM
Cc1ccc(S(=O)(=O)N(C)C[C@H]2Oc3ccc(NS(C)(=O)=O)cc3C(=O)N([C@@H](C)CO)C[C@@H]2C)cc1	i
C[C@H]1CN([C@@H](C)CO)C(=O)CCCn2cc(nn2)CO[C@H]1CN(C)S(=O)(=O)c1ccccc1	i
COc1ccc(NC(=O)Nc2cccc3c2O[C@H](CN(C)S(=O)(=O)c2ccc(OC)cc2)[C@H](C)CN([C@H](C)CO)C3=O)cc1	i
Cc1noc(C)c1S(=O)(=O)N(C)C[C@H]1Oc2ccc(NC(=O)C3CCCCC3)cc2CC(=O)N([C@@H](C)CO)C[C@H]1C	i
COc1ccc(C)cc1S(=O)(=O)N(C)CC(=O)N1CCCC1	i
CC(=O)Oc1ccccc1C(=O)OCO/N=[N+](\[O-])N1CCCC1	i
Cc1noc(C)c1NC(=O)N(C)C[C@H]1Oc2ccc(NC(=O)c3ccncc3)cc2CC(=O)N([C@@H](C)CO)C[C@H]1C	i
C[C@@H]1CN([C@H](C)CO)C(=O)c2cc(NS(=O)(=O)c3ccccc3)ccc2O[C@@H](C)CCCCO[C@@H]1CN(C)C(=O)c1ccncc1	i
COC(=O)c1c(C)n(CCNc2ccc([N+](=O)[O-])cc2)c2ccc(O)cc12	i
C[C@@H]1CCCCO[C@@H](CN(C)C(=O)Nc2ccccc2)[C@H](C)CN([C@H](C)CO)C(=O)c2cc(NC(=O)Nc3ccccc3)ccc2O1	i
C[C@H](CO)N1C[C@H](C)[C@H](CN(C)Cc2ccc(Cl)c(Cl)c2)Oc2ccc(NC(=O)c3ccncc3)cc2CC1=O	i
OCC1OC(n2cnc3c(NC4CCCC4)ncnc32)C(O)C1O (centres undefined)	i
CC(=O)Nc1cccc(-c2nnc(SCC(=O)Nc3cccc(Cl)c3)n2C)c1	i
C[C@@H]1CN([C@@H](C)CO)C(=O)c2cc(NC(=O)Nc3ccccc3)ccc2O[C@@H](C)CCCCO[C@@H]1CN(C)C(=O)CCCN(C)C	i
C[C@H]1CN([C@@H](C)CO)C(=O)c2cc(NC(=O)Nc3ccccc3)ccc2O[C@H]1CN(C)C(=O)Nc1ccc(C(F)(F)F)cc1	i
Cn1c(Cc2cccc3ccccc23)nnc1SCC(=O)c1ccc(Cl)cc1	i
C[C@H]1CCCCO[C@@H](CN(C)S(=O)(=O)c2ccccc2)[C@@H](C)CN([C@@H](C)CO)C(=O)c2cc(NC(=O)Nc3ccccc3)ccc2O1	i
C[C@@H]1CCCCO[C@H](CN(C)S(=O)(=O)c2ccc(F)cc2)[C@@H](C)CN([C@@H](C)CO)C(=O)c2cc(NC(=O)c3ccncc3)ccc2O1	i
C[C@@H]1CN([C@H](C)CO)C(=O)c2cc(N(C)C)ccc2O[C@@H](C)CCCCO[C@@H]1CN(C)S(=O)(=O)c1ccccc1	i
C[C@H]1CN([C@@H](C)CO)C(=O)c2cc(NC(=O)Nc3ccccc3)ccc2O[C@@H]1CN(C)S(C)(=O)=O	i
COC(=O)c1cn(CC(=O)N2CCOCC2)nn1	i
O=C(COc1nc(-c2cccs2)cc(C(F)(F)F)n1)Nc1ccc(Cl)cc1Cl	i
C[C@H](CO)N1C[C@H](C)[C@H](CN(C)C(=O)Nc2ccc(C(F)(F)F)cc2)Oc2c(NS(C)(=O)=O)cccc2C1=O	i
COc1cc(-c2nc3sc4c(c3c(=O)[nH]2)CCCC4)cc(Br)c1OCC(=O)O	+
O=C1NCC(=O)N2[C@@H]1C[C@@H](C(=O)NCc1ccc(F)cc1)[C@H]2c1ccc(O)cc1	i
COC(=O)CNC(=O)c1cc2cc(Cl)ccc2oc1=O	i
C[C@@H]1CCCCO[C@@H](CN(C)C)[C@@H](C)CN([C@H](C)CO)C(=O)c2cc(NS(=O)(=O)c3ccc(F)cc3)ccc2O1	i
Cc1noc(C)c1S(=O)(=O)Nc1ccc2c(c1)C(=O)N([C@H](C)CO)C[C@H](C)[C@@H](CN(C)C(=O)NC(C)C)O2	i
CC1CC[C@]2(C(=O)OC3OC(COC4OC(CO)C(O)C(O)C4O)C(O)C(O)C3O)CC[C@]3(C(=O)O)C(=CCC4[C@@]5(C)CC[C@H](OC6OC(C)C(O)C(O)C6O)C(C)(C)C5CC[C@]43C)C2C1C (some centres undefined)	i
